M. tuberculosis HTS = M. tuberculosis growth inhibition, HTS (AID 449762) | inhibition, % at 25 µM; hits with a dose series show IC50 in µM | 0.59% of 330,000 active | M. tuberculosis H37Rv growth inhibition, 7H9 media; higher % means a stronger effect; in the data active = a potency from the dose series; inconclusive = inhibition above about 70% without an active follow-up result;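 note: bacterial growth assessed after seven days of incubation; strong numbers were not always called active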
PhoP GFP inhibition = PhoP regulon inhibitors, Salmonella typhi PhoP promoter GFP reporter, confirmatory (AID 1850) | Salmonella Typhi PhoP-promoter GFP reporter, fluorescence, 4 h; higher % means a stronger effect | inhibition, % at 50 µM, or IC50 in µM where a hit was titrated | 0.33% of 310,000 active; in the data active = a potency from the dose series; inconclusive = inhibition mostly from about 25% at the one dose, without a potency; inactive = the rest, 99 in 100 with inhibition below about 19%;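 note: 0% = induced wells with vehicle and 100% = uninduced wells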
inhibitors of VEEV = inhibitors of VEEV TC-83 cytopathic effect, confirmation, Vero cells (AID 588727). inhibition, % at 20 µM, or IC50 in µM where a hit was titrated. Vero cells, VEEV TC-83 cytopathic effect inhibition; higher % means a stronger effect. 0.13% of 350,000 active; in the data active = a potency from the dose series; inconclusive = inhibition mostly from about 14% at the one dose, without a potency; inactive = the rest, 99 in 100 with inhibition below about 12%; note: strong numbers were not always called active
H1N1 NS1A inhibition = H1N1 influenza NS1A inhibitors, functional cell based assay (AID 504329). 0.3% of 340,000 active. NS1A functional cell-based assay, percent inhibition; higher % means a stronger effect. one-dose inhibition, % at 12.5 µM; IC50 in µM for titrated hits; in the data active = a potency from the dose series; inconclusive = inhibition above about 27% without an active follow-up result; note: strong numbers were not always called active
tuberculosis growth = growth inhibition of non-replicating M. tuberculosis (AID 488890). Mycobacterium tuberculosis non-replicating, growth inhibition; higher % means a stronger effect. one-dose inhibition, % at 25 µM; IC50 in µM for titrated hits. 0.39% of 320,000 active; in the data active = a potency from the dose series; inconclusive = inhibition mostly from about 82% at the one dose, without a potency; inactive = the rest, 99 in 100 with inhibition below about 76%;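 note: plate controls were DMSO cells for no effect and high antibiotic wells for full effect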
inhibitors of VEEV 10K pilot screen = second read-out of inhibitors of VEEV, no call of its own (marks repeat the call); inhibition, %; measured here: 10K pilot screen inhibition
Active calls of the source: *; i = inactive; ? = inconclusive; · = not tested or not shown.

SMILES	M. tuberculosis HTS	PhoP GFP inhibition	inhibitors of VEEV	H1N1 NS1A inhibition	tuberculosis growth	others
C[n+]1ccccc1/C=C/c1ccc(C#N)cc1	-4%	-3%	0.2%	-6%	39%
Cc1ccc(-c2[nH]c(-c3ccc(Cl)cc3)nc2SCC(=O)NCC2CCCO2)cc1 (centres undefined)	-8%	5%	2.8%	5%	17%
COc1ccc(OC)c(S(=O)(=O)NCCc2ccccc2)c1	-7%	-3%	2.3%	-4%	17%
CCn1c(SC(C)C(=O)OC)nnc1-c1c[nH]c2ccccc12 (centres undefined)	-6%	2%	1.4%	-8%	5%
CCOc1ccc(NC(=O)c2ccc(NC(=O)c3ccc(NC(N)=O)cc3)cc2)cc1	5%	·	·	·	-6%
Cc1ccc(NS(=O)(=O)c2ccc(C)c(NC(=O)COc3ccc4ccccc4c3)c2)c(C)c1	4%	-34%	4.2%	2%	30%
Cc1sc2ncnc(NCC(O)c3ccc([N+](=O)[O-])cc3)c2c1C (centres undefined)	-12%	-1%	2.8%	-1%	23%
CN(C)c1cccc(C(=O)NCCCSc2ccccc2)c1	3%	3%	2.5%	13%	33%
CCCn1c(CNc2ccc(Br)cc2)nc2ccccc21	2%	-5%	3.8%	-15%	·
COc1ccccc1CN1CC(C(=O)NCc2ccc(N3CCCC3=O)cc2)CCC1=O (centres undefined)	1%	-10%	1.9%	13%	1%
COc1cccc(CNC(=O)CCC2CCCN(C(=O)Cc3ccccc3F)C2)c1 (centres undefined)	-3%	9%	i	5%	4%
Cc1cc(C(=O)Nc2ccc(Cl)cc2)n(-c2ccccc2)n1	31%	4%	1.8%	-3%	-4%
Cc1ccc(C(c2c(O)nc3n(c2=O)CCS3)c2c(O)nc3n(c2=O)CCS3)cc1	3%	-18%	0.1%	2%	7%
CC(=O)c1c(C)oc2c1cc(NS(=O)(=O)c1ccc(C(=O)O)cc1)c1ccccc12	1%	-4%	i	5%	-11%
C=CCNC(=O)C(=O)NCCOc1ccccc1Cl	7%	0%	i	-13%	28%	inhibitors of VEEV 10K pilot screen=1.2
CC(NC(=O)NCCCC(=O)O)(C(F)(F)F)C(F)(F)F	-5%	3%	i	4%	-12%
O=C(NCCc1ccccc1)C1CCN(S(=O)(=O)N2CCCCCC2)CC1	-6%	-8%	1.2%	-6%	4%
OC(c1ccccc1)c1nccc2ccccc12 (centres undefined)	-1%	-7%	0.5%	0%	4%
CCOc1cc(C(C(=O)NCC2CCCO2)N(C(=O)Cn2nnc3ccccc32)c2ccc(C(C)=O)cc2)ccc1O (centres undefined)	-5%	12%	1.4%	5%	-5%
COc1cccc(C2C(C#N)=C(N)Oc3c2oc(CO)cc3=O)c1OC (centres undefined)	5%	0%	0.2%	-19%	-3%
NC(=O)c1ccccc1NC(=O)CN1CCN(Cc2ccc(Cl)cc2Cl)CC1	5%	-9%	0.6%	-10%	35%
CS(=O)(=O)N(CC(=O)N1CCc2ccccc2C1)c1cccc(F)c1	-4%	8%	0.5%	-29%	-1%
CCN(CC)C(=O)c1ccc(C(=O)c2ccccc2)cc1	6%	17%	1.4%	5%	7%
N#Cc1ccc(OCC(=O)N2CCCC2=O)cc1	0%	·	2.8%	-16%	-2%
CC(Oc1ccc(F)cc1)C(=O)Nc1cccc(-c2nn[nH]n2)c1 (centres undefined)	-21%	-8%	2.9%	1%	-5%
COc1cc(OC)cc(C(=O)N2CCCC(Nc3ccc(F)cc3)C2)c1 (centres undefined)	2%	-7%	2.6%	-10%	-2%
COc1ccc(NC(=O)C(=O)NNC(=O)COc2ccc(OC)cc2)cc1	9%	-5%	5.2%	0%	·
O=C(Nc1ccccc1Cl)c1cccs1	-3%	6%	1.2%	-15%	30%
Cc1ccc(-c2nnn(CC(=O)Nc3cccc4cccnc34)n2)o1	-2%	1%	2.7%	-2%	43%
O=C(c1cc2cc(Br)cc(Br)c2oc1=O)N1CCCC1	19%	-6%	1.0%	8%	3%
Cc1c(-c2ccccc2)[n+](=O)c(-c2ccc(Cl)cc2)c(C)n1[O-]	-6%	1%	0.9%	-2%	-21%
Cc1nc2oc(C(=O)c3ccccc3)c(N)c2c2c1COC(C)(C)C2	2%	9%	0.2%	-4%	-24%
Cc1ccc(OCC(=O)OC2CCCN(C)C2)cc1 (centres undefined)	8%	-13%	0.3%	-3%	-12%
CC(=O)c1cccc(NC(=O)COC(=O)CCC(=O)c2cccs2)c1	·	·	1.9%	-16%	·
CCC(c1nnnn1CCOC)N(Cc1ccc(C)cc1)Cc1cc2cc(OC)ccc2[nH]c1=O (centres undefined)	-1%	5%	0.3%	-7%	17%
COc1ccc(-c2cn[nH]c2-c2ccc(OCc3ccc(F)cc3)cc2O)cc1OC	2%	8%	4.0%	4%	3%
CCOC(=O)C1CCN(Cc2c(O)ccc3ccccc23)CC1	23%	-3%	3.3%	-5%	78%
O=C(Cn1c(CO)nc2ccccc21)NC1CCCCCC1	-4%	-8%	0.6%	7%	-10%
Cc1cc(F)ccc1S(=O)(=O)Nc1ncnc2sc3c(c12)CCC3	15%	-8%	1.7%	-7%	29%
CN(c1ccc(C(=O)NC2CCCCC2)cc1)S(=O)(=O)c1ccccc1	13%	11%	1.2%	-8%	16%
O=C(OCC(=O)c1ccc(Cl)s1)c1cnccn1	-5%	0%	i	-8%	20%
CCN(CC)c1ccc(C=C(c2nnnn2-c2ccccc2)c2nnnn2-c2ccccc2)cc1	0%	-11%	i	-4%	32%	inhibitors of VEEV 10K pilot screen=0.4
CCCCN(C)C(=O)c1nc2ccccn2c1CN1CCN(c2cnccn2)CC1	7%	3%	1.4%	5%	-8%
CC(=O)N1CCN(C(=O)/C(C#N)=C/c2ccc3c(c2)OCO3)CC1	13%	-16%	i	7%	-12%
COc1ccc(Cc2nnc(N/N=C/c3ccc(Br)cc3)[nH]c2=O)cc1OC	17%	-1%	3.5%	6%	-4%
COc1cccc(Nc2nc(-c3sc(N)nc3C)cs2)c1	-5%	-1%	i	11%	7%
O=C(COC(=O)c1ccccc1Oc1ccccc1)NC1CC1	0%	4%	0.8%	-1%	-2%
CCOC(=O)CC(NC(=O)CCc1c(C)nc2ncnn2c1C)c1ccc(OC(C)C)cc1 (centres undefined)	5%	-12%	i	-5%	-15%
Cc1noc(C)c1C(=O)Nc1nc(-c2cc(F)ccc2F)cs1	·	·	1.1%	-2%	·
CCN(c1ccccc1)S(=O)(=O)c1ccc(NC(=O)C(C)(C)C)cc1	-1%	0%	0.5%	4%	4%
CC(C)(Oc1ccc(Cl)cc1)C(=O)OCc1nc2ccsc2c(=O)[nH]1	-2%	2%	1.1%	-6%	4%
CC(C)(C)C(=O)c1cn(CC(=O)NCc2ccc3c(c2)OCO3)c2ccccc12	3%	-2%	i	-2%	22%	inhibitors of VEEV 10K pilot screen=4.0
COc1ccc(CN2C(=O)c3ccccc3C2=O)cc1C(=O)O	2%	9%	i	-16%	8%
CC(=O)c1ccccc1OCc1ccc(C(=O)c2ccccc2)cc1	9%	5%	1.3%	-2%	36%
Cc1ccc(CN2C(=O)CCC2C(=O)NCCN2CCN(c3cccc(Cl)c3)CC2)cc1 (centres undefined)	0%	5%	i	6%	12%
CN(CCO)c1ccc(C=NNc2ccc([N+](=O)[O-])cc2S(=O)(=O)Nc2ccccc2C(=O)O)cc1	4%	·	·	·	-14%
Cc1cccc(N=C2C(=O)Nc3c(Cl)cccc32)c1	7%	-6%	i	-6%	11%
CCOC(=O)c1sc2nc[nH]c(=O)c2c1C	-3%	-7%	1.0%	1%	-13%
O=C(Nc1cccnc1)C1=NN(C2CCS(=O)(=O)C2)C(=O)CC1 (centres undefined)	0%	-13%	1.3%	0%	-4%
CN(CCc1ccccn1)C(=O)c1ccc(OC(F)(F)F)cc1	1%	-21%	i	1%	11%

Next section.
SMILES	M. tuberculosis HTS	PhoP GFP inhibition	inhibitors of VEEV	H1N1 NS1A inhibition	tuberculosis growth	others
COc1ccccc1Nc1ncc(C(C)=O)c(C)n1	-14%	-4%	3.0%	4%	-7%
COc1ccc(/C=C2\COc3ccccc3C2=O)c(OC)c1	21%	-6%	3.9%	9%	63%
CCOC(=O)c1ccc(CNS(=O)(=O)c2c(C)ccc3nsnc23)o1	-5%	6%	1.9%	-5%	0%
NS(=O)(=O)c1cccc(NC(=O)CN2CCN(S(=O)(=O)c3ccc4c(c3)OCCO4)CC2)c1	-6%	·	1.1%	-1%	10%
CCOc1ccccc1CN1CCN(Cc2nc3ccccc3s2)CC1CCO (centres undefined)	-10%	6%	2.2%	-15%	16%
COc1ccc(-c2[nH]ncc2CN2CCC(OCc3ccccn3)CC2)c(F)c1	7%	4%	i	12%	-13%
CCCC1=C(C(=O)OCC)C(c2ccco2)n2ncnc2N1 (centres undefined)	7%	-8%	0.8%	6%	-1%
COc1ccc(C(=O)O)cc1S(=O)(=O)N1CCN(Cc2ccc3c(c2)OCO3)CC1	-4%	·	0.6%	-28%	9%
CCN1CCN(C(=O)c2ccc3c(c2)N(Cc2ccc(F)cc2)C(=O)c2ccccc2S3=O)CC1 (centres undefined)	-9%	-14%	i	-1%	21%
Cc1ccc(C(=O)CCNc2cccc(Br)c2)o1	?	-6%	1.6%	12%	?
Oc1ccc(Br)cc1/C=N/n1c(C2CCCCC2)n[nH]c1=S	-7%	-4%	4.7%	-4%	0%
N#C/C(=C/c1ccc(Oc2ccc([N+](=O)[O-])cn2)cc1)C(=O)N1CCOCC1	4%	-4%	0.6%	-2%	4%

The final 7 entries of the part above are carried over, then new ones follow:
SMILES	M. tuberculosis HTS	PhoP GFP inhibition	inhibitors of VEEV	H1N1 NS1A inhibition	tuberculosis growth	others
COc1ccc(-c2[nH]ncc2CN2CCC(OCc3ccccn3)CC2)c(F)c1	7%	4%	i	12%	-13%
CCCC1=C(C(=O)OCC)C(c2ccco2)n2ncnc2N1 (centres undefined)	7%	-8%	0.8%	6%	-1%
COc1ccc(C(=O)O)cc1S(=O)(=O)N1CCN(Cc2ccc3c(c2)OCO3)CC1	-4%	·	0.6%	-28%	9%
CCN1CCN(C(=O)c2ccc3c(c2)N(Cc2ccc(F)cc2)C(=O)c2ccccc2S3=O)CC1 (centres undefined)	-9%	-14%	i	-1%	21%
Cc1ccc(C(=O)CCNc2cccc(Br)c2)o1	?	-6%	1.6%	12%	?
Oc1ccc(Br)cc1/C=N/n1c(C2CCCCC2)n[nH]c1=S	-7%	-4%	4.7%	-4%	0%
N#C/C(=C/c1ccc(Oc2ccc([N+](=O)[O-])cn2)cc1)C(=O)N1CCOCC1	4%	-4%	0.6%	-2%	4%
CC1CCN(Cc2nnnn2CCCC(=O)NCCc2cnn(C)c2)CC1	-5%	5%	1.0%	0%	-3%
O=C(CSc1ncnc2c1nnn2Cc1ccccc1)NC1CCCC1	-5%	5%	2.0%	-1%	27%
c1ccc(OCCN2CCOCC2)cc1	1%	-4%	0.5%	20%	2%
O=C(NC(=S)Nc1ccccc1Cl)c1cncc(C#Cc2ccccc2)c1	-3%	6%	1.8%	2%	34%
COc1ccc(C)cc1NC(=O)C1C2C=CC(C2)C1C(=O)O (centres undefined)	-9%	-13%	6.7%	2%	4%
Cc1cc(C)c2c(C(C)(C)C)nn(-c3ccccc3)c2n1	2%	0%	i	16%	17%
CNC(=S)N/N=C/c1cn(Cc2ccc(F)cc2)c2ccccc12	13%	-4%	3.3%	7%	-27%
Cc1nc(C(C)N(C)Cc2nc(-c3ccc4c(c3)OCO4)no2)c(C)s1 (centres undefined)	4%	4%	4.0%	8%	14%
COCC(O)CSc1c([N+](=O)[O-])nc(C)n1Cc1ccc(OC)c([N+](=O)[O-])c1 (centres undefined)	16%	-15%	0.4%	5%	-8%
COc1ccccc1C(=O)NC(=O)COC(=O)c1cccc(C)c1O	1%	-1%	9.5%	-9%	38%
O=C(COc1ccccc1C(=O)O)Nc1nc2ccc([N+](=O)[O-])cc2s1	12%	-1%	i	-6%	43%
COc1cc2c(cc1OC)C(NNC(=O)c1ccc(Br)o1)=NC(C)(C)C2	7%	-2%	i	-2%	6%
COCCCNC(=O)Cn1cnc2sc(C)c(S(=O)(=O)N3CCN(c4ccccc4OC)CC3)c2c1=O	0%	6%	i	2%	-6%
Cc1nc(Nc2cnc(/C=C/c3cc(C(=O)Nc4cccc(C(F)(F)F)c4)ccc3C)cn2)cc(N2CCNCC2)n1	?	23%	·	·	?
CCCSc1nnc2nc3c(nn12)c1ccccc1n3C	-1%	0%	3.3%	7%	·
Cc1cccc(NC(=O)c2cc(S(=O)(=O)N3CCCC3)cn2C)c1	-8%	-2%	0.8%	25%	-9%

Bioassay records (PubChem BioAssay)
